Screens deposited in PubChem by The Scripps Research Institute Molecular Screening Center.
FBW7 activator: FBW7 E3 ligase activators, primary screen, biochemical, AlphaScreen, human; F-box/WD repeat-containing protein 7 (Homo sapiens), Q969H0; AID 1259310, 2017; normalized activity (activation), % at 26.1 µM; 650,000 tested, 0.13% active; AlphaScreen FBW7–phospho-cyclin E peptide binding, activator screen; in the data active = normalized activity above about 1.9%;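 also: purified mutant Fbw7 with reduced substrate affinity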
Target sequence (Q969H0 whole entry, looked up): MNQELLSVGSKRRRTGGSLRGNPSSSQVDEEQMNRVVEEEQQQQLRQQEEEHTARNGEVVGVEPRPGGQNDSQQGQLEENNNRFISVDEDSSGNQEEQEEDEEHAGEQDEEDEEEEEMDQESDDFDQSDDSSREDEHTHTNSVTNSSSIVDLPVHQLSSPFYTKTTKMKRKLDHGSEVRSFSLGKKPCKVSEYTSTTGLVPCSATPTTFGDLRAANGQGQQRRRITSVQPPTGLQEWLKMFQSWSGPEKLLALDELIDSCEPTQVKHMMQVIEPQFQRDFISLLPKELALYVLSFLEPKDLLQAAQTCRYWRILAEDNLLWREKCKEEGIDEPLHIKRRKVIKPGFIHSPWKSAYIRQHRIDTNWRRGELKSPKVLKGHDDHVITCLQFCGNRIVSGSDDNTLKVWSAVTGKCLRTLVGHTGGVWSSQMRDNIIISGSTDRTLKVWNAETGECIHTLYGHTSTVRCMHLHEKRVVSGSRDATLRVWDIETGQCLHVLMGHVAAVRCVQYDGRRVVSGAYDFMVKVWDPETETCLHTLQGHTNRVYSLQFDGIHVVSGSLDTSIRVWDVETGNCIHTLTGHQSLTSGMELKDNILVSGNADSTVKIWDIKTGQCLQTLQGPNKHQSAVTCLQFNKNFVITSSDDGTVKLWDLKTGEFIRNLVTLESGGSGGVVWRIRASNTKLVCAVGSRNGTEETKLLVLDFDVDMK
GPR151 ag: activators of human GPR151, primary screen, cell-based, PathHunter beta-arrestin, luminescence; G-protein coupled receptor 151 (Homo sapiens), Q8TDV0; PathHunter beta-arrestin GPR151 cells; activation, % at 11.2 µM; 650,000 tested, 1% active; in the data active = activation above about 4.9%;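 also: 0% = median of compound wells and 100% = cells with positive control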
Target sequence (Q8TDV0 whole entry, looked up): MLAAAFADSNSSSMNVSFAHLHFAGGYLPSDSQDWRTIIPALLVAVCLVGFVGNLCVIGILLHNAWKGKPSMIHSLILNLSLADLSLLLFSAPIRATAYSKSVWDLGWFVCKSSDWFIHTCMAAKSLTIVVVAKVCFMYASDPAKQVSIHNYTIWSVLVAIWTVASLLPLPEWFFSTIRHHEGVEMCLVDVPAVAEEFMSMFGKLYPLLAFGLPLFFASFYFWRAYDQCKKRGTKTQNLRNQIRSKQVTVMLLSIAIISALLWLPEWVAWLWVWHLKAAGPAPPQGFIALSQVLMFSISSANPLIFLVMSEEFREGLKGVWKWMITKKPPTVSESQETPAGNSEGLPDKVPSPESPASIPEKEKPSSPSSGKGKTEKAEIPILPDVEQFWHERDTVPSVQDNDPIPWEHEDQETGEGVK
MITF inh: MITF inhibitors, primary screen, biochemical, AlphaScreen, human; Microphthalmia-associated transcription factor (Homo sapiens), O75030; AlphaScreen MITF homodimerization, bead proximity signal; inhibition, % at 2.6 µM; 650,000 tested, 0.91% active; AID 1259374, 2018; in the data active = inhibition above about 50%;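 also: 0% = vehicle wells with protein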
TEAD-YAP block: TEAD-YAP interaction inhibition, primary screen, TEAD-YAP interaction inhibitor project, luminescence, HEK-TIYL cells; TEAD-Gal4/YAP UAS-luciferase luminescence; inhibition, % at 9.12 µM; 640,000 tested, 1.4% active; in the data active = inhibition above about 32%;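 also: 0% = median of test compound wells and 100% = reference inhibitor wells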
* marks the source's active call; other numbers are inactive results.

How did COc1ccc(-n2ccn(CC(=O)Nc3ccc(Cl)cc3)c2=O)cc1 do in these assays?
FBW7 activator: 0.3; GPR151 ag: -0.4; MITF inh: -2.8; TEAD-YAP block: 3.9

What do the screens show for `Cc1nc(NCCC2=CCCCC2)c2cc(C)sc2n1`?
FBW7 activator: 0.0; GPR151 ag: -0.4; MITF inh: -0.7; TEAD-YAP block: 40.8*

Results for Cn1c(Nc2nc(NCc3cccc(C(F)(F)F)c3)c3ncn(-c4ccsc4)c3n2)nc2ccccc21 ?
FBW7 activator: -0.1; GPR151 ag: -0.4; MITF inh: 5.3; TEAD-YAP block: -1.2

Results for Cc1cc(NC(=O)C2CC3CCCN3C23C(=O)Nc2ccccc23)ccc1Br (stereo unspecified) ?
FBW7 activator: 0.1; GPR151 ag: -1.0; MITF inh: 0.1; TEAD-YAP block: 6.4

Results for COc1ccc(NC(=O)N(Cc2nnc3n2CCCCC3)c2ccc(OC)cc2OC)cc1 ?
FBW7 activator: 0.3; GPR151 ag: 0.4; MITF inh: -0.7; TEAD-YAP block: -5.8

How did CC(C)C(NC(=O)C(N)C(C)O)C(=O)O (stereo unspecified) do in these assays?
FBW7 activator: 0.7; GPR151 ag: 0.6; MITF inh: 4.0; TEAD-YAP block: 12.3

What do the screens show for `Cc1cc(C)n(-c2cc(N3CCN(c4ccc(Cl)nn4)CC3)ccc2[N+](=O)[O-])n1`?
FBW7 activator: 0.5; GPR151 ag: -0.7; MITF inh: 15.2; TEAD-YAP block: -20.3

Results for COc1cc(/C=C2/C(=N)N3N=C(CC(C)C)SC3=NC2=O)ccc1OCCOc1cc(C)ccc1C ?
FBW7 activator: 0.4; GPR151 ag: -1.3; MITF inh: 7.3; TEAD-YAP block: 14.6

How did CCN(CC)CCNC(=O)c1ccc(/C=N/O)nc1 do in these assays?
FBW7 activator: 0.0; GPR151 ag: -0.5; MITF inh: 30.4; TEAD-YAP block: -5.9

How did O=C(CN1C(=O)c2ccccc2S1(=O)=O)Nc1ccc(CSc2ccccc2)cc1 do in these assays?
FBW7 activator: -0.1; GPR151 ag: 0.1; MITF inh: 5.8; TEAD-YAP block: 18.2

What do the screens show for `Cn1c(=O)c2c(nc(N3CCCCCC3)n2CC(=O)c2ccccc2)n(C)c1=O`?
FBW7 activator: 0.0; GPR151 ag: -0.2; MITF inh: 7.1; TEAD-YAP block: 1.4

Results for Cc1ccc(C(=O)Oc2ccccc2N2C(=O)C3C4CCC(C4)C3C2=O)cc1 (stereo unspecified) ?
FBW7 activator: -0.2; GPR151 ag: 1.3; MITF inh: -1.9; TEAD-YAP block: -2.5

Results for COc1ccccc1C(=O)Nc1cccc2c(NC(=O)c3ccccc3OC)cccc12 ?
FBW7 activator: -0.1; GPR151 ag: 0.4; MITF inh: 1.9; TEAD-YAP block: 4.5

What do the screens show for `CCSc1nnc2c(n1)OC(c1ccc(C(C)(C)C)cc1)Nc1ccccc1-2` (stereo unspecified)?
FBW7 activator: 0.0; GPR151 ag: 1.8; MITF inh: -1.3; TEAD-YAP block: -20.1

Results for CCCCN(CC)C(=O)c1sc2nc(C)nc(N3CCN(c4ccccn4)CC3)c2c1C ?
FBW7 activator: -0.2; GPR151 ag: 0.5; MITF inh: 2.0; TEAD-YAP block: 16.9

What do the screens show for `CCOc1ccc(/C=C2\SC(N3CC(C)OC(C)C3)=NC2=O)cc1OC` (stereo unspecified)?
FBW7 activator: 0.0; GPR151 ag: 2.0; MITF inh: 1.5; TEAD-YAP block: 6.1

How did CCCNC(=O)Cn1cnc2c(nnn2-c2cc(C)cc(C)c2)c1=O do in these assays?
FBW7 activator: 0.0; GPR151 ag: 7.0*; MITF inh: 0.2; TEAD-YAP block: 8.6

What do the screens show for `Cn1c(SC2CCCCC2=O)nnc1-c1ccncc1` (stereo unspecified)?
FBW7 activator: 0.0; GPR151 ag: 0.6; MITF inh: 17.0; TEAD-YAP block: -4.6

Results for COc1ccc(OC)c(C2/C(=C(\O)c3ccccc3)C(=O)C(=O)N2c2ccc(C)c(Cl)c2)c1 (stereo unspecified) ?
FBW7 activator: 0.1; GPR151 ag: 0.0; MITF inh: 4.0; TEAD-YAP block: -14.1

How did CC(C)Cn1cc(C(=O)NCCCN2CCCC2=O)c2c3ccccc3n(C)c2c1=O do in these assays?
FBW7 activator: 0.5; GPR151 ag: -0.7; MITF inh: -8.2; TEAD-YAP block: 10.1

Arranged by SMILES length (lowest first): part of the list above
What do the screens show for `CCOc1ccc(/C=C2\SC(N3CC(C)OC(C)C3)=NC2=O)cc1OC` (stereo unspecified)?
FBW7 activator: 0.0; GPR151 ag: 2.0; MITF inh: 1.5; TEAD-YAP block: 6.1

What do the screens show for `CCSc1nnc2c(n1)OC(c1ccc(C(C)(C)C)cc1)Nc1ccccc1-2` (stereo unspecified)?
FBW7 activator: 0.0; GPR151 ag: 1.8; MITF inh: -1.3; TEAD-YAP block: -20.1

Results for Cc1ccc(C(=O)Oc2ccccc2N2C(=O)C3C4CCC(C4)C3C2=O)cc1 (stereo unspecified) ?
FBW7 activator: -0.2; GPR151 ag: 1.3; MITF inh: -1.9; TEAD-YAP block: -2.5

How did CC(C)Cn1cc(C(=O)NCCCN2CCCC2=O)c2c3ccccc3n(C)c2c1=O do in these assays?
FBW7 activator: 0.5; GPR151 ag: -0.7; MITF inh: -8.2; TEAD-YAP block: 10.1

Results for CCCCN(CC)C(=O)c1sc2nc(C)nc(N3CCN(c4ccccn4)CC3)c2c1C ?
FBW7 activator: -0.2; GPR151 ag: 0.5; MITF inh: 2.0; TEAD-YAP block: 16.9

Results for COc1ccc(OC)c(C2/C(=C(\O)c3ccccc3)C(=O)C(=O)N2c2ccc(C)c(Cl)c2)c1 (stereo unspecified) ?
FBW7 activator: 0.1; GPR151 ag: 0.0; MITF inh: 4.0; TEAD-YAP block: -14.1

Remaining list, next part
How did Cn1c(=O)n2n(c1=O)[C@H]1[C@H](O)[C@@H]3O[C@@H]3/C(=N\OCc3ccccc3)[C@H]1CC2 do in these assays?
FBW7 activator: -0.1; GPR151 ag: 0.0; MITF inh: -0.9

How did CCC(C)NC(=O)C1c2cc(OC)c(OC)cc2C(=O)N(C)C1c1cccnc1 (stereo unspecified) do in these assays?
FBW7 activator: -0.1; GPR151 ag: 0.0; MITF inh: -9.6; TEAD-YAP block: -0.7

What do the screens show for `COc1ccc(C(=O)NC(=S)Nc2ccc(C(C)=O)cc2)cc1[N+](=O)[O-]`?
FBW7 activator: -0.2; GPR151 ag: 0.7; MITF inh: -16.0; TEAD-YAP block: 7.5

How did CCOC(=O)C1=C(N)Oc2cc(C)oc(=O)c2C1c1ccccc1 (stereo unspecified) do in these assays?
FBW7 activator: -0.1; GPR151 ag: 0.4; MITF inh: -5.2; TEAD-YAP block: -3.0

What do the screens show for `C=CCOc1ccc(CNCC2CCCO2)cc1` (stereo unspecified)?
FBW7 activator: 0.0; GPR151 ag: 0.3; MITF inh: 7.3; TEAD-YAP block: 1.9

Results for O=C(Cc1ccsc1)NCC1Cc2cccc(-c3cnccn3)c2O1 (stereo unspecified) ?
FBW7 activator: -0.1; GPR151 ag: -0.1; MITF inh: 5.3; TEAD-YAP block: 7.6

Results for O=C(Nc1ccc(NC(=O)c2cnccn2)cn1)c1ccc(F)cc1 ?
FBW7 activator: -0.2; GPR151 ag: 0.0; MITF inh: -0.5; TEAD-YAP block: -13.3

Results for COc1ccc(CN2CCc3c(nc(N4CCCC(C)C4)[nH]c3=O)C2)cc1CO (stereo unspecified) ?
FBW7 activator: -0.1; GPR151 ag: 2.9; MITF inh: -12.9; TEAD-YAP block: -4.7

Results for Cc1ccc(SC(C)c2nc(-c3cccnc3)no2)cc1 (stereo unspecified) ?
FBW7 activator: -0.1; GPR151 ag: 0.3; MITF inh: -153.6; TEAD-YAP block: 6.5

What do the screens show for `COc1ccc(CNC(=O)C2CCN(c3cc(C)nc4ncnn34)CC2)cc1`?
FBW7 activator: -0.1; GPR151 ag: -0.1; MITF inh: 3.0; TEAD-YAP block: 4.0

Results for Cc1ccccc1NS(=O)(=O)c1cc(C(N)=O)ccc1C ?
FBW7 activator: 0.1; GPR151 ag: -1.2; MITF inh: 9.3; TEAD-YAP block: -4.1

Results for COc1cc(OC)c(OC)cc1CN1CCN(Cc2cccn2C)CC1 ?
FBW7 activator: -0.5; GPR151 ag: -1.2; MITF inh: 63.4*; TEAD-YAP block: -4.5

Results for COc1ccc(CNc2nc(SCC(=O)Nc3cccc(OC)c3)nc3ccccc23)cc1 ?
FBW7 activator: 0.9; GPR151 ag: -1.3; MITF inh: 3.2; TEAD-YAP block: -1.5

How did COC(=O)Cn1cc(CN2CCc3c(nc(C)[nH]c3=O)C2)c2ccccc21 do in these assays?
FBW7 activator: 0.0; GPR151 ag: -0.1; MITF inh: 5.3; TEAD-YAP block: -5.0

How did O=C1c2ccccc2C(=O)N1CC1c2ccccc2CCN1S(=O)(=O)c1ccc([N+](=O)[O-])cc1 (stereo unspecified) do in these assays?
FBW7 activator: 0.3; GPR151 ag: 0.3; MITF inh: 18.4; TEAD-YAP block: 5.0

What do the screens show for `CC(C)Oc1ccc(CNC(=S)N/N=C/c2cccnc2)cc1`?
FBW7 activator: 0.2; GPR151 ag: 0.0; MITF inh: 17.4; TEAD-YAP block: -3.7

What do the screens show for `Cc1c(C(=O)Nc2ccccc2C(F)(F)F)sc2ncn(Cc3ccccc3Cl)c(=O)c12`?
FBW7 activator: 0.1; GPR151 ag: 1.5; MITF inh: 0.4; TEAD-YAP block: 0.0

Results for COc1cccc(C(O)(C(=O)NN(Cc2ccccc2)Cc2ccccc2)c2cccc(OC)c2)c1 ?
FBW7 activator: 0.1; GPR151 ag: -1.5; MITF inh: 15.9; TEAD-YAP block: -1.6

What do the screens show for `Cn1c(=O)cc(OCC(=O)N2CCCCCC2)c2ccccc21`?
FBW7 activator: -0.2; GPR151 ag: -0.3; MITF inh: 0.8; TEAD-YAP block: 5.3

What do the screens show for `O=C(Cn1nc(-c2ccncc2)oc1=O)N1CCCC1`?
FBW7 activator: 0.0; GPR151 ag: -0.8; MITF inh: -2.8; TEAD-YAP block: -2.7

What do the screens show for `Cc1cc(NC(=O)CSc2cn(Cc3ccc(Cl)cc3)c3ccccc23)no1`?
FBW7 activator: 0.1; GPR151 ag: -0.9; MITF inh: 5.2; TEAD-YAP block: -2.3

How did CCc1c(C)c(C#N)c2nc3ccccc3n2c1NCCN1CCOCC1 do in these assays?
FBW7 activator: 0.2; GPR151 ag: 0.2; MITF inh: 4.8; TEAD-YAP block: -5.1

What do the screens show for `CCOc1ccc(NC(=O)c2c(Cl)ccc(Cl)c2OC)cc1`?
FBW7 activator: 0.0; GPR151 ag: -1.1; MITF inh: 1.0; TEAD-YAP block: 9.0

Results for O=C(Cn1nc2c(c1NC(=O)c1cccc(Cl)c1)CSC2)NCCc1ccccc1 ?
FBW7 activator: -0.3; GPR151 ag: 1.0; MITF inh: -0.6; TEAD-YAP block: -0.4

Results for Cc1nn(C(C)C(=O)NCc2cccs2)c(=O)c2c1sc1ccccc12 (stereo unspecified) ?
FBW7 activator: 0.2; GPR151 ag: 0.8; MITF inh: -3.1; TEAD-YAP block: -10.8

How did CCOC(=O)c1sc(=N)n(-c2ccc(OC)cc2)c1C do in these assays?
FBW7 activator: 0.6; GPR151 ag: -1.2; MITF inh: 11.0; TEAD-YAP block: -32.6

Results for OCC1(Cc2ccccc2C(F)(F)F)CCN(Cc2ccncc2)CC1 ?
FBW7 activator: -0.1; GPR151 ag: -0.7; MITF inh: -1.9; TEAD-YAP block: 15.8

Results for CNC(=O)CN1C(=O)/C(=C\c2ccc(Cl)cc2)Oc2ccc(C(C)(C)C)cc21 ?
FBW7 activator: -0.1; GPR151 ag: 0.6; MITF inh: 1.9; TEAD-YAP block: 0.2

Results for COc1ccc(C2=NN(CCC(=O)NCc3ccc(Cl)cc3)C(=O)CC2)cc1 ?
FBW7 activator: 0.0; GPR151 ag: -0.5; MITF inh: -5.9; TEAD-YAP block: -4.4

What do the screens show for `CC1=C(C(=O)OCc2ccccc2)C(c2ccccc2[N+](=O)[O-])NC(=O)N1C` (stereo unspecified)?
FBW7 activator: 0.0; GPR151 ag: -0.6; MITF inh: 12.6; TEAD-YAP block: 9.7

What do the screens show for `COc1ccc(C(=O)NCC2(c3ccccc3)CCCC2)c(OC)c1`?
FBW7 activator: 1.3; GPR151 ag: 0.2; MITF inh: 17.0; TEAD-YAP block: -5.2

Results for C/C(=N\Nc1nc2ccccc2[nH]1)c1ccc2c(c1)OCCO2 ?
FBW7 activator: -0.6; GPR151 ag: -0.1; MITF inh: -3.6; TEAD-YAP block: -31.8

Results for O=C(NC1CCCCCC1)c1ccc(CNc2c(N3CCOCC3)c(=O)c2=O)cc1 ?
FBW7 activator: -0.3; GPR151 ag: 2.4; MITF inh: 4.2; TEAD-YAP block: -21.1

What do the screens show for `COc1ccc(OC)c(NC(=O)CCN2CCN(c3ccccc3OC)CC2)c1`?
FBW7 activator: -0.4; GPR151 ag: -0.3; MITF inh: 0.4; TEAD-YAP block: 0.8

How did O=c1c2cccnc2n(Cc2cccc(F)c2)c(=O)n1Cc1ccc(F)cc1 do in these assays?
FBW7 activator: -0.2; GPR151 ag: -0.7; MITF inh: -4.5; TEAD-YAP block: -6.1

How did Cc1ccc(NC(=O)C2CCCN(S(=O)(=O)c3ccc4[nH]c(=O)ccc4c3)C2)cc1C (stereo unspecified) do in these assays?
FBW7 activator: 0.2; GPR151 ag: -1.4; MITF inh: 2.8; TEAD-YAP block: 0.5

What do the screens show for `O=C(CCc1ccco1)NCCc1nc(-c2ccncc2)n[nH]1`?
FBW7 activator: 0.3; GPR151 ag: -0.4; MITF inh: -5.3; TEAD-YAP block: 2.7
